SK-BR-3 tox 24h – SK-BR-3 proliferation inhibitors; SK-BR-3 viability, CellTiter-Glo ATP luminescence, 24 h; stronger effect = lower value; viability, % at 10 µM; actives 0.47% (n = 41,000); AID 847;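 active = viability at or below the median of all test compounds minus 3 SD, in both replicates if run twice, cut at about 45% in these data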;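 note: 100% = median untreated cell wells and 0% = median positive control drug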
Numbers without * were called inactive; & = joins results of further samples. Only part of the results is shown. The share of hits here may be higher or lower than overall.

mol	SK-BR-3 tox 24h
CCN(CCCNC(=O)CCNC(=O)Cn1cnc2ccccc2c1=O)c1cccc(C)c1	89
COc1ccccc1Nc1ncc(-c2cccs2)s1	69
CC(=O)N1c2ccccc2NC2=C(C(=O)CCC2)C1c1cccnc1 (stereo not given)	99
C/C=C/c1ccc(OC)c(OC(C)=O)c1	92
COc1ccccc1C(=O)N(CN1CCCC1=O)c1cccc(Cl)c1	85
CCC(CC)C(=O)Nc1cc(C(=O)OC)cc(C(=O)OC)c1	98
COc1ccc(CN2CCN(C(=O)c3cc(OC)c(OC)c(OC)c3)CC2)cc1OC	105
CCOC(=O)C1=C(C)N(C)C(=O)NC1c1ccc(C)s1 (stereo not given)	89
OCCCCNc1cccc2ccccc12	97
Cc1cc2c(C)nc(-c3ccccc3)nc2o1	125
Cc1noc(/C=C/c2ccco2)c1S(=O)(=O)N1CCC(C(=O)NCc2ccco2)CC1	74
CCOC(=O)Cn1c(=O)c2c(nc3n2CCCCN3c2ccc(C)cc2)n(C)c1=O	72
COC(=O)CCc1c(C)c(C#N)c2nc3ccccc3n2c1N1CCCC1	93
CCOC(=O)C1=C(N)N2C(=O)C(C)SC2=C(C(=O)OC)C1c1ccccc1OC (stereo not given)	108
COc1ccc2oc(C)c(C(N)=O)c2c1	90
CCOC(=O)C1=C(CN2CCN(c3ccc(F)cc3)CC2)NC(=O)NC1c1cccs1 (stereo not given)	114
Cc1ccc(OCC(=O)Nc2ccc(-c3nc4ncccc4o3)cc2)cc1	91
CCC(=O)NC(c1ccccc1)c1nc2ccccc2[nH]1 (stereo not given)	112
COc1cc(C(=O)O)nc2ccccc12	105
CCS(=O)(=O)N1CCCC(C(=O)NCc2ccc3c(c2)OCO3)C1 (stereo not given)	88
O=C(O)CC(c1ccccc1)c1ccccc1	104
COc1ccc(-c2c3c(=O)n(C)c(=O)n(C)c3cn2Cc2cccnc2)cc1	93
CCOC(=O)c1sc(NC(=O)c2ccc(CC)s2)nc1C	97
Cc1ccc(CNC(=O)C2CCN(S(=O)(=O)c3cccs3)CC2)o1	90
CCCCN(CC)C(=O)CN(C)S(=O)(=O)c1cccc2nsnc12	65
CC1CN(c2oc(-c3ccccc3Cl)nc2C#N)CC(C)O1 (stereo not given)	92
COc1cc(C)c(S(=O)(=O)Nc2ccc(CC(=O)O)cc2)cc1C	104
CCc1ccc(CNc2ccc(N3CCN(C(C)=O)CC3)cc2)cc1	107
c1ccc(OCc2nn3c(-c4ccccn4)nnc3s2)cc1	81
CC(C)(C)NC(=O)C(c1ccccc1)N(Cc1ccco1)C(=O)c1csnn1 (stereo not given)	95
CCOc1cc2nc(-c3ccc(OC)c(OC)c3)nc(N3CCOCC3)c2cc1OC	66
O=C(Nc1ccc2c(c1)OCCO2)C1CCN(c2cnccn2)CC1	77
Cc1nc2sc(C(c3ccco3)N3CCC4(CC3)OCCO4)c(O)n2n1 (stereo not given)	116
CCN(CC)c1ccc2c(C)c(-c3ccc(N)cc3)c(=O)oc2c1	88
O=C(c1ccco1)N1CCN(c2ncnc3sc4c(c23)CCC4)CC1	80
CC(=O)n1c2ccccc2c2nc(NC(C)C)sc21	92
CCCc1ccc(C(=O)CCC(=O)O)cc1	95
COc1ccc2c(=O)c3c(=O)n(Cc4ccco4)c(C(C)C)nc3oc2c1	96
O=C(O)CCCCCNS(=O)(=O)c1c(Cl)cccc1Cl	128
COc1ccc(S(=O)(=O)N2CCN(S(=O)(=O)c3ccc(C(F)(F)F)cc3)CC2)cc1C	106
CN(CCCCCNC(=O)/C=N/O)Cc1ccccc1	90
O=C(NCCc1ccccc1)c1cccnc1N1CCCCCC1	77
CC(=O)c1cccc(NC(=O)NCc2ccccn2)c1	97
O=C1c2ccccc2C(=O)N1CSc1nnnn1-c1ccccc1	93
NC(=O)CCCCC(=O)OCCCc1cccs1	99
CCOC(=O)CSc1nnc(CNC(=O)c2cccs2)n1-c1cccc(C)c1	83
COC(=O)Cn1c(CN2CCC(Cc3ccccc3)CC2)nc2c1c(=O)n(C)c(=O)n2C	112
O=C(c1c(F)c(F)c(F)c(F)c1F)N1CCN(c2cccc(C(F)(F)F)c2)CC1	97
O=C(Nc1ccc(F)cc1)N1CCC(c2nc3c(nnn3Cc3cccc(Cl)c3)c(=O)[nH]2)CC1	89
COc1ccc(N2CCN(c3oc(-c4ccccc4OC)nc3C#N)CC2)cc1	83

Reformatted as labelled records: entries from further up
COc1ccc(N2CCN(c3oc(-c4ccccc4OC)nc3C#N)CC2)cc1
  SK-BR-3 tox 24h: 83
CC(=O)n1c2ccccc2c2nc(NC(C)C)sc21
  SK-BR-3 tox 24h: 92
c1ccc(OCc2nn3c(-c4ccccn4)nnc3s2)cc1
  SK-BR-3 tox 24h: 81
O=C(Nc1ccc2c(c1)OCCO2)C1CCN(c2cnccn2)CC1
  SK-BR-3 tox 24h: 77

Returning to the listing with the two entries that preceded the break.
mol	SK-BR-3 tox 24h
O=C(Nc1ccc(F)cc1)N1CCC(c2nc3c(nnn3Cc3cccc(Cl)c3)c(=O)[nH]2)CC1	89
COc1ccc(N2CCN(c3oc(-c4ccccc4OC)nc3C#N)CC2)cc1	83
CC(=O)NS(=O)(=O)c1ccc(NS(=O)(=O)c2ccc(F)cc2)cc1	113
COc1ccc(NC(=O)C(c2ccc(OC)cc2)N(C)C(=O)CNC(C)=O)cc1 (stereo not given)	115
CCOC(=O)N1CCN(C(=O)CN(c2ccc(C)cc2)S(=O)(=O)c2c(C)noc2C)CC1	78
COc1ccc(NC(=O)CN2c3cccc4cccc(c34)S2(=O)=O)cc1	93
CC(=O)Nc1ccc(N(C(=O)c2cnccn2)C(C(=O)NC2CCCCC2)c2ccc(O)cc2)cc1 (stereo not given)	96
Cc1ccc(Oc2ccccc2)c(NC=O)c1	36*
COc1cc(C2c3c(oc4c(C)cc(C)cc4c3=O)C(=O)N2Cc2cccnc2)ccc1O (stereo not given)	35*
CCC(c1nnnn1Cc1ccccc1)N1CCN(C(=O)c2ccco2)CC1 (stereo not given)	127
O=C(CNS(=O)(=O)c1ccc(F)cc1)N1CCN(c2ccc(F)cc2)CC1	92
CCn1c(SCC(=O)Nc2cc(C)on2)nnc1-c1cccnc1	155
O=C(NCc1ccco1)C(C(=O)c1ccccc1)n1ccccc1=O (stereo not given)	71
CCCOC(=O)CSC1=C(C#N)C(c2ccc3c(c2)OCO3)CC(=O)N1 (stereo not given)	100
Cc1c(C(=O)O)sc(=S)n1-c1ccccc1	88
c1ccc(-c2noc(-c3cccc4ccccc34)n2)cc1	60
O=C(CCSc1ccccc1)N1CCN(C(=O)c2ccco2)CC1	106
Cc1cnn(C(=S)NCCc2ccccc2)c1	79
COc1cc(-c2nnc(-c3ccncc3)o2)ccc1OCc1ccccc1	84
O=C(Nc1ccccc1)NC1(C(=O)NCc2ccc3c(c2)OCO3)CCCCC1	75
Cc1cc(NC(=O)c2cnn3c(C(F)F)cc(C4CC4)nc23)no1	94
CCc1sc(NS(C)(=O)=O)nc1-c1ccccc1	82
Cc1ccc(CN2C(=O)CCC2C(=O)NCCN2CCOCC2)cc1 (stereo not given)	104
CCOc1ccc2nc(-c3ccccc3)[nH]c2c1	57
O=C(NCCN1CCOCC1)c1ccccc1-c1ccccc1	105
COCCNC(=O)c1ccccc1NC(=O)CN(c1ccc2c(c1)OCO2)S(C)(=O)=O	94
CCn1c(Oc2ccc(Oc3ncc(Cl)cc3Cl)cc2)nc2c1c(=O)n(C)c(=O)n2C	57

The results go on.
canonical_smiles	SK-BR-3 tox 24h
O=C(O)CCc1nc(-c2ccc(Cl)cc2)no1	120
O=S(=O)(NCc1cccs1)c1cccc(S(=O)(=O)N2CCCCC2)c1	81
CCCS(=O)(=O)N1CCN(C(=O)c2ccc(-c3ccccc3)cc2)CC1	80
COc1cc(C(=O)Nc2nnc(CC(=O)N3CCOCC3)s2)cc(OC)c1OC	103
O=C(O)CSc1sc(=S)sc1SCC(=O)O	106
CCS(=O)(=O)N1CCC(C(=O)NCCN2CCN(Cc3ccccc3)CC2)CC1	98
CCn1c(SCC(=O)NC2CCCCC2)nnc1-c1cccs1	89
Cc1cc(C)n(-c2nc3c(c(=O)[nH]c(=O)n3C)n2CC(O)c2ccccc2)n1 (stereo not given)	91
CCSc1nc(O)c(C2OC(=O)c3c2ccc(OC)c3OC)c(=O)n1CC (stereo not given)	95
O=S(=O)(c1ccccc1)N1CCN(Cc2ccccc2C(F)(F)F)CC1	77
CC(C)n1c(SCC(=O)N2CCCC2)nc2c1c(=O)n(C)c(=O)n2C	93
COc1cccc(C(=O)Nc2ncc3c(n2)CC(C)(C)CC3=O)c1	122
CCc1c(C)sc(NC(=O)CC#N)c1C#N	80
COC(=O)c1[nH]nc2c1C(=O)N(C1CCCCC1)C2=O	105
Cc1cc(C(=O)Nc2cc(C)n(Cc3ccc(Cl)cc3)n2)no1	84
Cn1cnnc1SCC(=O)c1ccco1	89
COCCN1C(=O)c2ccccc2C(C(=O)NCC2CCCO2)C1c1c[nH]c2ccccc12 (stereo not given)	80
COc1ccc(-c2nnn(CC(=O)c3c[nH]c4ccccc34)n2)cc1OC	107
CC(=O)Nc1ccc(S(=O)(=O)N2CCN(CCCOc3cc(C)ccc3C)CC2)cc1	89
COc1cc2c(cc1OC)CN(C(=O)c1cccs1)CC2	99
Oc1ccc(Br)cc1-c1nc2cnccn2c1NC1CCCC1	78
Cc1cc(C)cc(C(=O)n2cnnc2N)c1	94
COC(=O)C1=C(CSCc2ccco2)NC(=O)NC1c1cc(C)ccc1C (stereo not given)	77
CCC(=O)Nc1nc2ccccc2n1Cc1ccccc1C	79
O=S(=O)(c1ccccc1)c1nc(-c2ccco2)oc1NCCCN1CCOCC1	95
CCN1CCN(C(=O)c2cc3cc4cc(OC)ccc4nc3s2)CC1	90
CC(C)Cc1nnc(NC(=O)CSc2nc(=O)cc(N)n2-c2ccccc2)s1	94
Cc1cc(C(=O)CSc2nnc(-c3ccccc3F)o2)c(C)n1Cc1cccs1	108
Oc1ccccc1/C=N/c1c(-c2ccco2)nc2ccccn12	88
O=C(c1cnn2c(C(F)(F)F)cc(-c3ccc4c(c3)OCO4)nc12)N1CCCC1	98
Cc1noc(/C=C/N(C)C)c1S(=O)(=O)NC1CCCCC1	88
CC1(C)NC(C)(C)C(O)(C(N)=O)C1=O (stereo not given)	73
COc1ccc(CCNC(=O)c2ccc(CN3CCOCC3)cc2)cc1	90
C1=C(CCNc2ncnc3c2cnn3-c2ccccc2)CCCC1	81
CCOc1ccccc1CN1C(=O)c2ccccc2C1C(=O)NCC1CCCO1 (stereo not given)	96
Cc1nonc1NC(=O)c1ccccc1Br	99
Cn1c(Cl)cnc1C1CC(=O)c2cc(Cl)ccc2O1 (stereo not given)	69
O=C(c1ccco1)N1CCN(S(=O)(=O)Cc2ccc(Cl)cc2)CC1	83
N#CCCn1nnc2ccccc21	87
Cc1cc2c(C)cc(=O)oc2c2c1NCCC2	94
CC1Cc2ccccc2N1C(=O)CSc1nnc2c(n1)[nH]c1ccccc12 (stereo not given)	86
COc1ccc(NC(=O)c2c(C)oc3c2CCCC3)cc1	119
CCOc1ccc(NC(=O)C(C)O)c(NS(=O)(=O)c2ccc(CCNC(C)=O)cc2)c1 (stereo not given)	85
O=c1cc(CN2CCN(c3ccccc3)CC2)c2c(ccc3ccccc32)o1	84
Cc1ccc(N2C(=O)C(Cl)=C(Nc3c(C)n(C)n(-c4ccccc4)c3=O)C2=O)cc1	83
Brc1cc(Br)c2ncnc(N3CCCCC3)c2c1	83
Cc1cc(OCc2nnc(SCC(=O)OC3CCCCC3)o2)ccc1Cl	119
O=C(NC1C2CC3CC(C2)CC1C3)C1CC1 (stereo not given)	83
CCn1cc(C(=O)Nc2ccc(C(=O)N3CCCC3)cc2)c(=O)c2ccc(C)nc21	93
CC(=O)NC1C(=O)N=C(SCc2ccccc2)NC1=O (stereo not given)	92
COc1ccccc1-c1nc(C(F)(F)F)c(OC)o1	71
CCOn1c(=O)c(=O)n(OCc2ccccc2)c2ccccc21	74
CC1=C(C(=O)OC(C)C)C(c2cccs2)N2C(=O)CCSC2=N1 (stereo not given)	103
O=C(Nc1cccc2nsnc12)c1cccs1	108&85
CCC1Oc2ccc(C)cc2N(CC(=O)NCc2cccc(OC)c2)C1=O (stereo not given)	108
CCOC(=O)C(CC)n1cnc2sc3c(c2c1=O)CCC3 (stereo not given)	110
COc1ccc(OC(=O)CCCN2C(=O)c3ccccc3C2=O)cc1	104
C=CCn1c(SCC(=O)Nc2c(C)cccc2C)nnc1-c1cnccn1	87
CCCNC(=O)COC(=O)c1ccc(S(=O)(=O)N2CCCCCC2)cc1	101
Cc1cc(C)n(C(=O)CNC(=O)c2ccco2)n1	89

(continued)
canonical_smiles	SK-BR-3 tox 24h
CCCOc1cccc(C(=O)Nc2cccc(NC(=O)c3ccco3)c2)c1	108
COc1ccc(OCC(O)CN2C(=O)NC(C)(C)C2=O)cc1 (stereo not given)	88
Cc1c(C(=O)O)sc2ncn(C)c(=O)c12	74
COC(=O)COc1ccc(S(=O)(=O)Nc2ccc(NC(C)=O)cc2)cc1C	95

3 compounds from above, sorted by formula weight, highest first:
canonical_smiles	SK-BR-3 tox 24h
COC(=O)COc1ccc(S(=O)(=O)Nc2ccc(NC(C)=O)cc2)cc1C	95
CCCNC(=O)COC(=O)c1ccc(S(=O)(=O)N2CCCCCC2)cc1	101
Cc1cc(C)n(C(=O)CNC(=O)c2ccco2)n1	89

Source: PubChem (SRMLSC)
